High-throughput results from PubChem BioAssay.
ABHD5-PLIN5 inh: blocks binding of human ABHD5 to perilipin-5; inhibition, % at 4 µM; 360,000 compounds, 0.78% hits; Split G. princeps luciferase complementation, luminescence, 4 h; Q00G26+Q8WTS1; AID 602281;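 active means inhibition above the mean inhibition across every tested compound plus 3 SD, cut at about 22% in these data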;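 further: 0% = DMSO only wells and the 100% control is not disclosed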
CaV13 ICDI inh: Primary screen for inhibitors of IQ motif and Ca2+-dependent inactivation inhibitor domain binding in CACNA1D, Förster resonance energy transfer in living cells, …; HEK cells, CFP/YFP FRET ICDI-IQ, plate reader, 10 min; percent FRET-ratio fall versus neutral wells; inhibition, % at 12.3 µM; 340,000 compounds, 0.098% hits; AID 743397;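 active means mean replicate inhibition of at least 30% and at least 1% of replicates passing that level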;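 further: 0% = median of the neutral control wells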
MC4R antagonist: human MC4R antagonism in cAMP assay. MC4R-expressing cells, MTII-stimulated cAMP, LANCE TR-FRET. 360,000 compounds, 0.48% hits. inhibition, % at 6.5 µM;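 active means inhibition above its plate's cutoff, the mean of tested wells on that plate plus 3 SD, cut at about 29% in these data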;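 further: 0% = Melanotan II alone and 100% = Melanotan II plus saturating MCL0020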
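Material – human MC4R-expressing U2OS cells · Repeats – no replicates · Detection – TR-FRET with Eu-cAMP and labeled anti-cAMP, 671 nm · Times – compound 30 min, challenge 1 h, detection 1 h · Compound – single nominal compound dose of 6.5 µM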
ABCB6 inh MLPCN: human ABCB6 transporter inhibition; Q9NP58; K562-ABCB6 porphyrin accumulation, flow cytometry, 1 h; stronger effect = lower value; fluorescence ratio to DMSO, % at 10 µM; 360,000 compounds, 0.19% hits;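 active means fluorescence ratio to DMSO below 75%, the collection mean minus 3 SD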;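 further: signal is porphyrin accumulated inside mitochondria; 100% equals median channel fluorescence of DMSO control wells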
Target sequence (Q9NP58 whole entry, looked up): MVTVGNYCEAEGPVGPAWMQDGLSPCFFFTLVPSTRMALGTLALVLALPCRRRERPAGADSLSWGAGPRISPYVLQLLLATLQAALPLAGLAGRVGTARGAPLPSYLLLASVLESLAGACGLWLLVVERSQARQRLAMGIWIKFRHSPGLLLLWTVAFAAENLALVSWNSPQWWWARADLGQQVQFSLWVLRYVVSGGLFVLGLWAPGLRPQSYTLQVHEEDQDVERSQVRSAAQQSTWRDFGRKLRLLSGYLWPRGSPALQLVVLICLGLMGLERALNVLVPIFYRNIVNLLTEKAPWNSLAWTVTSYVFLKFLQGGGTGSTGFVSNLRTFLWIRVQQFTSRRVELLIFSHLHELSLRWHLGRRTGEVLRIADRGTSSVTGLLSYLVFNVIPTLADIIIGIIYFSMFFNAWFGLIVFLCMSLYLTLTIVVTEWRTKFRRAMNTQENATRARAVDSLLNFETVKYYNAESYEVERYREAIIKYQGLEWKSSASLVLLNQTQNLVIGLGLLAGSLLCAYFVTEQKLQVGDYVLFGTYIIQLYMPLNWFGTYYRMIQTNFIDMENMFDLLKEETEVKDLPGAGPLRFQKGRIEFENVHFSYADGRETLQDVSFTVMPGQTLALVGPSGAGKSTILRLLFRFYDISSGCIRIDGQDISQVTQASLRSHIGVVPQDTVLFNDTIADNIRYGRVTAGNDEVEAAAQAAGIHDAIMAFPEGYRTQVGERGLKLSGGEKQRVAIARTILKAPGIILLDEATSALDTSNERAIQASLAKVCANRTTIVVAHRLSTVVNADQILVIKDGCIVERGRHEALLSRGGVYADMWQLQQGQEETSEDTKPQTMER
MC4R ag barr: human MC4R agonism via beta-arrestin; 360,000 compounds, 0.98% hits; activation, % at 8.9 µM; U2OS MC4R beta-arrestin complementation, luminescence; percent of melanotan II response, DMSO zero; P32245; AID 540308;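 active means activation above a per-plate cutoff, the mean activation of sample wells on that plate plus 3 SD, cut at about 8% in these data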
Glyco luc inh: blocks N-linked glycosylation in D54 reporter cells. 360,000 compounds, 0.23% hits. AID 588692. D54 ERlucT glycosylation luciferase reporter, 24 h; percent of 100 nM tunicamycin response. reporter increase, % at 12.5 µM;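 active means mean luciferase reporter signal, scaled so untreated is 0 and the glycosylation-blocking control 100, at or above a set limit in every replicate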;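 further: luciferase carries N-glycosylation sites so blocking glycosylation raises the light; 0% = median of neutral control wells and 100% = median of 100 nM tunicamycin wells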
PDI turbidity: inhibitors of human protein disulfide isomerase; PDI insulin aggregation turbidity, A650, 90 min; inhibition, % at 10 µM; 350,000 compounds, 0.052% hits; AID 588391;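 active means mean inhibition across replicates of 30% or more, whatever share of single replicates reach that level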;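 further: absorbance from insulin aggregation driven by PDI reduction with DTT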
Exocytosis inh: lytic granule exocytosis inhibition; inhibition, % at 10 µM; AID 651702; 360,000 compounds, 0.66% hits; TALL-104 LAMP-1 surface exposure, flow cytometry; cells stimulated with thapsigargin and PMA;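 active means inhibition above about 55%, limit read from the data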
HTR2A ag: agonists of mouse serotonin 5-HT2A receptor (HTR2A) | P35363 | CHO-K1 mHTR2A beta-arrestin complementation, luminescence; percent of 30 µM serotonin response | activation, % at 7.6 µM | 360,000 compounds, 0.66% hits | AID 624169;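 active means activation above a run cutoff, the mean activation of all tested compounds plus 3 SD, cut at about 14% in these data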;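 further: 0% = plate median of compound wells and 100% = 30 µM serotonin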
H9c2 protect: modulators protecting cardiomyocytes from myocardial damage. protection from H2O2 cell death, % at 20 µM. H9c2 cardiomyocytes, H2O2 injury protection, ATPLite, 2 h. 360,000 compounds, 0.63% hits;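 active means compounds giving at least 50% protection of heart cells from peroxide-induced death in the single-dose screen, raw or plate-pattern-corrected value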;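 further: 0% = DMSO wells with peroxide and 100% = DMSO wells without peroxide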
* marks the source's active call; other numbers are inactive results; . = no result given.

entry	structure	ABHD5-PLIN5 inh	CaV13 ICDI inh	MC4R antagonist	ABCB6 inh MLPCN	MC4R ag barr	Glyco luc inh	PDI turbidity	Exocytosis inh	HTR2A ag	H9c2 protect
1	CCCc1cc(C(=O)Nc2cnn(Cc3ccc(F)cc3)c2)no1	-3	-6	18	95	-0.6	0	-5	0	-4	-3
2	COC(=O)c1ccc(CN2C(=O)c3ccccc3S2(=O)=O)cc1	1	-7	4	104	-0.2	-3	-4	9	-1	3
3	Cc1cc(NC(=O)CSCC(=O)Nc2nc3ccccc3[nH]2)no1	-5	-6	3	99	-2.3	5	2	0	3	4
4	COc1ccc(-c2noc(C3CCCN(S(=O)(=O)c4ccc(C)c(Cl)c4)C3)n2)cc1OC (configuration not stated)	-3	-2	7	96	-1.1	2	7	9	-1	-6
5	O=C(CCNC(=O)c1ccccc1Cl)Nc1nc2ccccc2s1	6	1	9	94	-0.1	-1	-3	-1	0	9
6	CC(=O)NCCn1c(SCC(=O)NCCC(C)C)nc2ccccc2c1=O	-4	-4	-1	91	1.8	2	-1	0	-5	8
7	NS(=O)(=O)c1ccc(NC(=S)Nc2ccc(OCc3ccccc3)cc2)cc1	-5	-4	9	93	-3.4	-1	-2	1	1	-4
8	Cc1cc(C)n(-c2nc3c(c(=O)[nH]c(=O)n3C)n2CC(O)COc2ccccc2)n1 (configuration not stated)	3	-7	8	96	0.6	-2	-3	4	-2	13
9	CCc1ccc(N2CC(C(=O)Nc3nccs3)CC2=O)cc1 (configuration not stated)	1	-2	0	100	-1.6	3	-8	-3	8	-2
10	CCc1ccc(NC(=O)C(=O)NCCN2CCN(C(=O)c3ccc(OC)cc3)CC2)cc1	3	-6	-3	95	0.3	-3	-1	2	-6	-5
11	COc1cccc(NC(=O)CNCc2ccccc2)c1	1	2	-2	99	-2.0	0	-1	-5	6	-1
12	COc1ccc(C(C(=O)NCc2ccccc2)N(Cc2cccnc2)C(=O)c2snc(C(N)=O)c2N)cc1OC (configuration not stated)	2	-3	-2	92	-2.8	1	-2	11	1	13
13	CCCn1c(SCCC(=O)O)nc2ccccc21	-6	-4	12	98	1.7	2	-2	6	0	4
14	O=C(NCC(c1ccco1)N1CCN(c2ccccc2F)CC1)C(=O)NC1CCCCC1 (configuration not stated)	5	-7	6	99	1.4	4	9	2	7	5
15	Cc1ccc([C@H]2N[C@]3(CCCN(Cc4ccccc4)C3=O)[C@H]3C(=O)N(C)C(=O)[C@@H]23)cc1	-6	-8	8	98	-0.3	1	9	0	14	0
16	COc1ccc(C(=O)COC(=O)CCn2c(C)csc2=O)c(OC)c1	5	-8	6	97	-0.6	9	-3	0	-1	6
17	OCCNCC(O)Cn1c2ccccc2c2ccccc21 (configuration not stated)	-4	-18	-1	91	-2.6	-2	5	4	-1	-6
18	CCCc1nnc(SCC(=O)N2CCOCC2)n1CCCOC	0	0	-5	88	2.9	2	-6	-3	1	8
19	Cc1cc(/C=N\O)c(C)n1-c1ccncc1	3	.	-7	91	-1.3	-3	-9	2	0	1
20	CC(=O)c1ccc(Nc2nc(C(N)Cc3ccc(Cl)cc3)cs2)cc1 (configuration not stated)	9	-8	3	94	3.9	0	4	4	6	0
21	CCCCN(CC)S(=O)(=O)c1c(C)[nH]c(=O)[nH]c1=O	0	-2	19	96	-1.6	-1	5	0	-2	7
22	COc1cccc2cc(-c3ccccc3)c(=O)oc12	7	-3	0	100	-2.9	-4	5	0	-4	1
23	O=C(N/N=C/c1cccnc1)NC12CC3CC(CC(C3)C1)C2	2	-5	13	95	-1.1	-1	2	-31	2	-2
24	O=C1CCN(Cc2ccccc2)CCN1[C@H](CO)c1ccccc1	1	-6	2	92	0.5	0	5	-4	9	1
25	COc1cnc(-c2ccccc2)nc1Oc1cccc(C)c1	-6	.	-4	110	0.3	0	-7	2	1	-18
26	COc1ccc(C)cc1NS(=O)(=O)c1ccc2c(c1)oc(=O)n2C	6	-2	2	98	-0.6	0	5	-11	2	-3
27	O=C1C=C(C#Cc2ccc(Oc3ccccc3)cc2)C[C@@H](c2ccc(F)cc2)C1	-4	-7	9	100	-0.7	-9	-12	-1	2	-29
28	CCOC(=O)[C@]12CCCC=C1N(Cc1ccco1)C(=O)[C@H](CC(=O)NCC1CCCCC1)C2	8	-4	.	97	.	.	.	7	7	.
29	C=CCOc1ccc2c(OC)c3ccoc3nc2c1OC	-7	6	-1	97	-1.3	1	-4	-3	9	-7
30	Cc1noc(C)c1S(=O)(=O)Nc1ccc2c(c1)C(=O)N([C@@H](C)CO)C[C@@H](C)[C@@H](CN(C)CC1CCCCC1)OCCCC[C@@H](C)O2	-1	-2	3	97	0.6	-4	10	14	-1	0
31	CCOC(=O)C1CCCN(Cc2cc(=O)oc3cc(C)c(C)cc23)C1 (configuration not stated)	1	-7	4	96	0.8	-1	-5	-4	-4	1
32	O=S(=O)(CCNC1CC1)NC1CCCCC1	4	-11	-2	102	0.3	0	-5	-13	7	-1
33	CCOc1ccc(Nc2cc(C)nc3ccc(C)cc23)cc1	7	-5	6	102	0.2	4	4	3	-8	-7
34	CCOC(=O)n1cc(C(=O)c2ccccc2O)cn1	4	-2	-1	88	-2.7	0	0	13	10	2
35	Nc1nonc1C(=O)NCCN=Cc1ccccc1O	2	-5	11	102	1.2	0	-1	-3	2	15
36	O=C1NC(=S)SC1=C1CCCC1	-11	.	6	102	-2.3	3	-4	2	2	-4
37	CCN(CCn1cccn1)Cc1c(C(=O)N2CCCCCCC2)nc2ccc(Cl)cn12	-2	-6	-4	99	-1.8	-3	-14	0	-4	6
38	COc1ccccc1NC(=O)CSc1nc2[nH]ncc2c(=O)[nH]1	0	-2	2	102	-0.9	0	-5	26	-4	1
39	CC(=O)n1c2c(c3ccccc31)OC(N)=C(C#N)C2c1ccc(C(C)C)cc1 (configuration not stated)	-14	-11	-2	103	-1.3	-6	0	1	0	-4
40	c1ccc(-c2cn3c(n2)SCC3)cc1	5	-6	4	104	-0.8	2	4	-7	-1	1
41	O=C(C1CCCO1)N1CCN(Cc2nc3ccccc3c(=O)[nH]2)CC1 (configuration not stated)	2	.	7	101	-0.9	4	-2	-2	0	10
42	COc1ccc([N+](=O)[O-])cc1Nc1ncnc2ccccc12	1	-5	-9	96	0.1	0	7	-2	0	1
43	COc1cc(NC(=S)NCc2ccc(S(N)(=O)=O)cc2)cc(OC)c1	-2	-4	16	101	-1.0	-1	0	7	0	-9
44	Cc1nc2scc(C)n2c(=O)c1S(=O)(=O)N1CCN(c2ccc([N+](=O)[O-])cc2)CC1	-4	-5	2	96	-1.9	-1	-4	2	1	-7
45	Cn1c(/C=C/c2cccc([N+](=O)[O-])c2)nc2ccccc2c1=O	2	-5	-1	97	-0.8	-6	13	0	-2	20
46	COC(=O)/C=C(\C)NC(=O)c1cccs1	5	-4	-8	100	0.4	2	2	-4	2	2
47	C=CCC[C@@H](Cc1ccc(F)cc1)C(=O)OC[C@@H](Cc1c[nH]c2ccccc12)NC(=O)[C@@H](CC=C)CC(=O)NCCO	-4	-3	18	97	0.1	-2	28	4	-4	50
48	O=c1[nH]cnc(O)c1C(c1ccc2c(c1)OCO2)c1c(O)nc[nH]c1=O	0	-5	7	96	-0.9	0	-5	-2	-2	15
49	Cc1cc(NC(=O)CSc2nnnn2-c2ccc(F)cc2)no1	3	-2	5	100	0.8	0	5	-1	3	-1
50	CCCCc1cc(=O)oc2c(CN(C)C)c(O)ccc12	5	.	6	97	1.7	0	0	-4	-1	5
51	COc1cccc(OC)c1OCC(O)CN1CCN(c2ccccc2)CC1 (configuration not stated)	4	.	0	100	0.5	2	-5	0	0	-1
52	COc1ccc(N(CC(=O)N/N=C(\C)c2ccc(C)cc2)S(=O)(=O)c2ccccc2)cc1	-3	-18	-5	95	-1.2	-1	-11	-1	1	4
53	FC(F)(F)c1cc(-c2ccc(Cl)cc2)nc(NCc2cccnc2)n1	3	-7	15	102	0.3	8	-2	-2	-2	-10
54	CCC1CN(C(=O)N2CCC(C(=O)NCc3ccccc3OC)CC2)c2cc(C)ccc2O1 (configuration not stated)	1	-2	3	102	1.5	-2	-2	-10	0	-2
55	COc1ccc(C2CC(c3ccccc3)=NN2C(=O)COC(=O)c2nc3nccc(C)n3n2)cc1 (configuration not stated)	0	1	-3	98	-2.3	-1	2	-1	0	7
56	COc1ccc([C@H]2C[C@H](n3cc(-c4ccc(F)cc4)nn3)[C@@H](O)CN2C(=O)C2CCCCC2)cc1	4	-3	4	99	0.2	5	-3	2	-3	12
57	CCN1C(=O)c2cccc3c(S(=O)(=O)N4CCC(C)CC4)ccc1c23	6	-13	-5	98	-2.8	23	2	-2	-2	-2
58	Cc1ccc(C(=O)NCC(=O)OC(C)C(=O)Nc2ccc(N3CCOCC3)cc2)s1 (configuration not stated)	3	-6	28	101	-0.1	1	-2	0	-3	-3
59	Cn1c(CSCC(=O)Nc2ccccc2)nnc1SCc1ccccc1	0	-4	7	99	0.2	-2	-2	0	-8	14
60	CCCN1C(=O)c2ccc(C(=O)Nc3ccccc3C(=O)O)cc2C1=O	5	-20	23	100	-0.5	1	1	-8	14	-13
